Bioassay records from PubChem BioAssay.
PostGolgi ctrl: growth inhibition of yeast control strain, primary screen, counter-screen for post-Golgi transport modulator project | efflux-deficient yeast background strain, growth absorbance A615, 16 h | inhibition, % at 10 µM | 98,000 tested, 5% active
LYP act: LYP phosphatase activators, primary screen, biochemical, DiFMUP fluorescence, 2 µM; recombinant LYP; 0 = plate median, 100 = signal doubled; activation, % at 2 µM; AID 697, 2007; 96,000 tested, 0.11% active;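 active means activation at 2 µM above a set limit, the mean plus 5 SD, cut at about 37% in these data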
Target sequence (Q9Y2R2 whole entry, looked up): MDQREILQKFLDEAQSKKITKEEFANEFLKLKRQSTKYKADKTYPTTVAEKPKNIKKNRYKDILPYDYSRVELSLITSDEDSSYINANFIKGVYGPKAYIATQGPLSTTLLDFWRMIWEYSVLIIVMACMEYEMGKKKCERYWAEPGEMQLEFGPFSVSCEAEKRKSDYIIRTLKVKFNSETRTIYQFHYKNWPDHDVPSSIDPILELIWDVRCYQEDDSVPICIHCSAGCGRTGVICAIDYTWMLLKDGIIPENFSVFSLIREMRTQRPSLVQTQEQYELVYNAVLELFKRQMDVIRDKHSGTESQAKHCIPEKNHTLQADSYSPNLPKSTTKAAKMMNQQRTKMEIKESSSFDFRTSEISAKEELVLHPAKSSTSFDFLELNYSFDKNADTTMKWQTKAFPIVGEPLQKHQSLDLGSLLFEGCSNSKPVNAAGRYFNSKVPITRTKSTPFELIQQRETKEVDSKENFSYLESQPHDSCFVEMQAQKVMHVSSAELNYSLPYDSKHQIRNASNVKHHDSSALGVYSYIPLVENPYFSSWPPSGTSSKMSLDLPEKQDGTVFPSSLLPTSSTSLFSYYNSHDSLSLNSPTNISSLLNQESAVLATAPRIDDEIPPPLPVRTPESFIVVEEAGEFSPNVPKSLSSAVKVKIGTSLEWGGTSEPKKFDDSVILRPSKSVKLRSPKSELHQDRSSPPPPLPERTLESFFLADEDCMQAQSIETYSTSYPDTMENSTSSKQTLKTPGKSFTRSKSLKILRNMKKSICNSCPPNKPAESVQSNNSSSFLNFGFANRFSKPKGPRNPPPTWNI
E coli WT exp: growth inhibitors of wild-type E. coli, primary screen, strain BW25113, expanded library, OD600; 98,000 tested, 0.15% active; OD600 absorbance; growth inhibition, % at 100 µM;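 active means growth inhibition above about 50% at one test dose, limit read from the data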;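 further: growth measured after 20 h incubation at 37 °C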
DAT uptake mod: changed hDAT dopamine uptake under cocaine IC80, either direction, primary screen, cocaine antagonist project, cell-based, LLC-PK1 hDAT, [14C]-dopamine uptake, MLSMR; Sodium-dependent dopamine transporter (Homo sapiens), Q01959; LLC-PK1 hDAT cells, [14C]-dopamine uptake with cocaine IC80; actives deviate in either direction; B-score at 10 µM; 110,000 tested, 1.3% active; AID 449768, 2010;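 active means Z score or B-score, a plate-position-corrected score, falls beyond the plate's 99.7% confidence bounds, in either direction; inactive means both scores lie inside the 99.7% bounds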;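 further: scored against the spread of the other compound wells on the same plate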
CYP2C9 inhib: blockers of cytochrome P450 2C9 activity – biochemical, luminescence, ADME assay, primary screen; P11712; CYP2C9 Supersomes, luciferin-H conversion; inhibition, % at 5 µM; 96,000 tested, 20% active;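 active means blocking of liver enzyme CYP2C9 beyond about 50% at 5 µM, limit read from the data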; further: values of inactives mirror those of a sister screen read the other way
CYP2C9 activ: human CYP2C9 activators, primary screen, biochemical, luminescence; recombinant CYP2C9, luciferin-H conversion; active compounds read high; factor 1 = untreated enzyme, 0 = blocked; Cytochrome P450 2C9 (Homo sapiens), P11712; 96,000 tested, 1.4% active; activation factor at 5 µM;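 active means activation factor of 2 or more for CYP2C9 at a 5 µM dose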;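 further: 0 = sulfaphenazole-blocked wells and 1 = vehicle-only wells; values of inactives mirror those of a sister screen read the other way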
Pyk2 oligo antag: antagonists of Pyk2 self-association, primary screen, Q293 cells, FERM NanoBiT luminescence, HTS. active compounds read low. z-score (the deposit names both 25 µM and 10 µM). 99,000 tested, 0.83% active. Protein-tyrosine kinase 2-beta (Homo sapiens), Q14289;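 active means Z-score of -3 or lower, scaled per plate to the spread of control and sample wells; inactive means z-score above -3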;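 further: negative z-score means lost luminescence so less FERM oligomerization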
PostGolgi yeast: phenotypic screen on post-Golgi transport, primary screen; post-Golgi transport phenotypic cell assay; inhibition, % at 10 µM; 98,000 tested, 0.9% active; AID 739, 2007;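 further: yeast cells grown in 1536-well plates; yeast grown about 18 h at 30C before absorbance read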
LYP inh 2: PTPN22 phosphatase inhibitors, primary screen, biochemical, DiFMUP fluorescence, 2 µM | recombinant LYP catalytic domain | inhibition, % at 2 µM | 96,000 tested, 0.21% active | AID 640, 2007;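 active means inhibition at 2 µM at or above a set limit, the screen mean plus 3 SD, cut at about 24% in these data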;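 further: 0% = DMSO with enzyme and 100% = enzyme fully blocked by orthovanadate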
* hit, by the source's call; . = not tested or not shown. Unless noted, no stated cut-off is given here; in the data, active means inhibition above about 30%; inactive means the rest. An unsorted share of the library; about 24% have a hit in one of these screens.

SMILES	PostGolgi ctrl	LYP act	E coli WT exp	DAT uptake mod	CYP2C9 inhib	CYP2C9 activ	Pyk2 oligo antag	PostGolgi yeast	LYP inh 2
Cc1ccccc1-c1nc2ccccc2c(=O)n1C1CCS(=O)(=O)C1 (centres undefined)	2.8	3.9	8.0	-0.801	2.6	1	0.11	3.2	-0.5
CC1CN(S(=O)(=O)c2ccc(Cl)c(S(=O)(=O)N3CC(C)OC(C)C3)c2)CC(C)O1 (centres undefined)	-1.0	-7.5	-3.0	-1.17	7.9	0.9	0.87	16.4	5.1
Cc1cccc(-n2c(C)cc(/C=N/NC(=O)c3ccc(CN4CCOCC4)cc3)c2C)c1	5.7	-0.1	-13.0	-0.803	76.9*	0.2	-0.54	-9.5	-2.0
CCOC(=O)c1nnn(-c2nonc2N)c1CN1CCc2ccccc2C1	21.9	-2.7	2.0	-0.426	58.0*	0.4	0.12	1.4	1.4
COc1ccc(OC)c(-n2c(-c3cccc(O)c3)n[nH]c2=S)c1	20.4	15.4	5.0	0.561	-3.8	1	0.1	-2.4	-17.4
CCOc1ccccc1C(=O)NCCCCCC(=O)O	7.5	-6.7	-2.0	-0.948	-21.5	1.2	-0.34	-2.4	5.3
CC(=O)Nc1cccc2c1OCCO2	7.6	-0.7	2.0	-0.587	-0.3	1	-0.3	4.2	0.3
COc1ccc(CNC(=O)C2CCCN(S(=O)(=O)c3cnc[nH]3)C2)cc1 (centres undefined)	23.5	-0.8	-2.0	0.269	46.3	0.5	.	-6.0	-2.2
C=CCn1c(COc2ccccc2)nnc1SCC(=O)Nc1ccc(S(N)(=O)=O)cc1	-0.1	5.2	4.0	-0.584	50.9*	0.5	1.56	-2.0	-8.1
CC(=O)N1CCN(c2cc(N3CCc4ccccc4C3)c(F)cc2[N+](=O)[O-])CC1	23.1	-7.1	-20.0	1.06	54.3*	0.5	-1.35	0.0	11.7
O=C(O)Cn1c(SCc2ccccc2)nc2ccccc21	-5.3	3.6	10.0	0.717	42.8	0.6	1.29	11.6	-2.5
CN1CCN(C(=O)c2ccc3c(=O)n(Cc4ccc(Cl)cc4)c(=S)[nH]c3c2)CC1	6.7	-5.9	-6.0	1.07	22.4	0.8	-0.69	0.5	4.9
CCN(CC)C(=O)Cc1cc(C(=O)O)c2ccccc2n1	2.4	-2.2	7.0	-0.347	-13.3	1.1	1.23	-7.9	3.5
COc1ccc(S(=O)(=O)N2CCCCC2)cc1C(C)C	5.8	-3.2	2.0	-0.0652	22.0	0.8	-1.23	-4.8	2.5
CCOC(=O)/C(=N/Nc1ccc(C)cc1)S(=O)(=O)c1ccc(Cl)cc1	5.7	-8.8	-11.0	-1.03	89.8*	0.1	-1.15	8.7	10.3
N=c1oc2ccccc2cc1-c1nc2ccccc2c(=O)[nH]1	2.1	-3.8	-3.0	-0.931	18.6	0.8	.	0.6	3.0
CC(C)CCNC(=O)CCNS(=O)(=O)c1ccc(Cl)cc1	9.1	16.6	0.0	-0.305	.	.	0.17	-1.4	-20.3
Cc1ccc(-c2cc(C(=O)NCc3ccco3)no2)cc1	11.4	-6.6	-7.0	0.267	14.7	0.9	-0.33	-21.2	7.9
COC(=O)Cc1[nH]nc2c1C(c1c[nH]c3ccccc13)C(C#N)=C(N)O2 (centres undefined)	8.0	-10.3	8.0	-1.6	26.1	0.7	-1.24	24.2	10.8
Nc1nc(CN2CCOCC2)cs1	0.7	-9.5	1.0	-0.0872	-4.0	1	0.25	0.6	10.0
C=C(C)CSc1nc2nc(C)c(Br)cc2[nH]1	4.6	-11.2	4.0	-0.651	39.8	0.6	-0.31	-9.8	13.5
CC(C)N1CC(O)=C(c2ccccc2)C1=N	5.2	.	5.0	-0.364	2.8	1	-0.27	-17.3	.
CCCS(=O)(=O)C(=C1Nc2ccccc2N1)S(=O)(=O)CCC	8.3	-3.3	-4.0	-0.405	8.7	0.9	1.69	11.2	6.9
CCOC(=O)c1[nH]c(C)c(C(=O)Nc2ccc(F)cc2)c1C	6.1	-5.2	-10.0	-0.0571	-17.7	1.2	.	-1.7	2.2
Cn1cccc1/C=N/NC(=O)Cn1cnc2ccccc21	1.3	1.3	12.0	-0.947	1.7	1	1.2	-1.3	2.3
CCc1ccc(NC(=O)c2ccnc(C(C)(C)C)c2)cc1	3.5	-5.6	1.0	0.283	21.6	0.8	0.24	-6.7	8.8
Cc1ccc(C(=O)O/N=C(\N)c2cccc([N+](=O)[O-])c2)cc1	1.8	-7.8	8.0	1.32	14.8	0.9	1.48	1.7	12.7
COc1ccc(/C=C2\CN(Cc3ccccc3)C/C(=C\c3ccc(OC)cc3OC)C2=O)c(OC)c1	7.9	-1.4	-10.0	.	17.7	0.8	-0.18	-5.5	5.4
Cc1cccc(NC(c2ccc(O)cc2)c2ccc3ccc(C)nc3c2O)n1 (centres undefined)	0.6	8.2	13.0	1.64	-99.3	2*	-0.68	0.2	-5.5
CN(C)C(=O)COC(=O)/C=C/c1ccccc1[N+](=O)[O-]	7.6	2.0	6.0	-0.768	-108.3	2.1*	0.18	-3.2	-1.4
CCN1C(=O)CC(N2CCC(Cc3ccccc3)CC2)C1=O (centres undefined)	12.9	6.4	3.0	0.322	.	.	0.24	-2.5	-7.6
Cn1c(=O)c2c(ncn2CC(=O)N2CCN(c3cccc(Cl)c3)CC2)n(C)c1=O	15.3	-6.6	2.0	0.738	11.1	0.9	0.4	-7.7	4.6
CCOc1cccc2cc(-c3csc(NC(=O)CCC(=O)N4CCC(C)CC4)n3)c(=O)oc12	-4.3	-4.9	-11.0	-0.193	-17.0	1.2	-1.48	6.0	3.8
C=CCSc1nc(N)c2c(C)c(C)sc2n1	4.9	.	-11.0	-0.443	58.1*	0.4	0.51	-0.6	.
COC(=O)C1(C#N)C(c2ccccc2)C1(C(=O)OC)C(=O)OC (centres undefined)	-4.0	-1.3	-5.0	.	-3.7	1	1.07	-9.7	1.9
Cn1cccc1Cc1nnc(SCC(=O)NCC2CCCO2)n1CCc1ccccc1 (centres undefined)	3.8	-4.8	1.0	-0.301	-6.2	1.1	0.27	20.0	1.5
Cc1ccc(S(=O)(=O)Nc2c(C)n(C)n(-c3ccccc3)c2=O)cc1	-1.8	-1.1	2.0	-0.672	-9.0	1.1	2.59	20.9	3.2
O=C(CSc1nnc2sc3ccccc3n12)c1ccco1	24.8	16.5	7.0	-0.634	-78.1	1.8	0.13	-2.8	-20.6
CC(=O)Nc1ccc(SCC(=O)OCC(=O)NC(=O)NCc2ccco2)cc1	3.5	5.6	13.0	.	66.4*	0.3	1.55	8.7	-5.0
CCOC(=O)c1c(N)sc(C(=O)N2CCOCC2)c1C	12.5	-0.5	-4.0	-0.692	.	.	0.45	-5.5	0.6
CNc1sc(C(=O)c2cccs2)c(N)c1-c1nc2ccccc2s1	3.0	.	-12.0	1.19	67.1*	0.3	0.17	3.8	.
COc1cc(/C=C(/C#N)c2ccc(C)cc2)ccc1Oc1ccc([N+](=O)[O-])cn1	0.1	-1.8	-24.0	-0.659	37.7	0.6	-0.12	-7.5	5.7
CCn1c(NCCc2ccc(OC)c(OC)c2)nc2c1c(=O)n(C)c(=O)n2C	.	.	.	1.19	12.4	0.9	1.09	.	.
COc1ccc(S(=O)(=O)N2CCC(C(=O)N3CCOCC3)CC2)cc1OC	4.0	10.0	-2.0	-0.0292	43.3	0.6	0.05	4.4	-13.2
CCOc1ccc(OCC)c(NC(=O)C2C3C=CC(O3)C2C(=O)NCc2ccco2)c1 (centres undefined)	2.1	.	5.0	0.248	36.8	0.6	0.25	5.3	.
CCC(c1c(C)n(C)n(-c2ccccc2)c1=O)c1c(C)n(C)n(-c2ccccc2)c1=O	2.4	16.1	-1.0	-0.166	5.8	0.9	-0.16	-5.8	-15.4
COc1ccc(Cl)cc1-n1c(C)cc(C=O)c1C	5.2	-11.5	-1.0	0.645	60.1*	0.4	-0.34	0.8	13.8
O=S(=O)(N1CCOCC1)n1nnc2ccccc21	21.7	5.7	2.0	-0.29	-33.1	1.3	0.81	8.2	-1.5
CON/C=C(\C=Nc1ccc(F)cc1)c1ncc(C(F)(F)F)cc1Cl	20.6	-0.7	1.0	-0.243	21.1	0.8	1.17	-4.7	3.1
CN(C)S(=O)(=O)N1CCN(C(=O)c2ccccc2Cl)CC1	-1.3	1.1	8.0	-0.244	-2.5	1	1.42	6.0	2.9

Carrying on.
SMILES	PostGolgi ctrl	LYP act	E coli WT exp	DAT uptake mod	CYP2C9 inhib	CYP2C9 activ	Pyk2 oligo antag	PostGolgi yeast	LYP inh 2
COC(=O)c1ccc(Oc2c(C(F)(F)F)oc3c(CN4CCN(C)CC4)c(O)ccc3c2=O)cc1	34.6*	11.1	5.0	0.0286	0.6	1	-0.4	-3.5	-5.4
Cc1ccc2[nH]c3c(c2c1)CN(C(=O)CN1CCN(c2cccc(C)c2C)CC1)CC3	27.7	-4.0	-1.0	-0.619	88.7*	0.1	-0.5	14.8	2.3
Cc1ccc(-n2c(SCC(N)=O)nc3c([nH]c4ccccc43)c2=O)cc1	0.4	.	8.0	-0.0711	78.6*	0.2	.	6.0	.
CN(CC(=O)N1CCN(c2ccc(F)cc2)CC1)S(=O)(=O)c1ccc(F)cc1	16.7	-1.7	-1.0	0.462	-1.8	1	0.5	-1.9	1.6
Cc1ccccc1Nc1ncccc1C(=O)N1CCOCC1	-1.4	-0.5	3.0	0.739	0.5	1	1.48	-0.9	2.9
CCOC(=O)c1c(C)nc2c(c1C)c(=O)oc1ccccc12	.	31.0	.	1.27	.	.	-2	.	-31.8
CCn1c(SCCC(=O)Nc2ccccc2)nnc1-c1ccc(OC)cc1	2.9	0.6	3.0	1.16	61.5*	0.4	1.54	1.9	-2.4
Cc1ccc(NC(=O)CC2SC(=O)N(c3ccccc3)C2=O)cc1 (centres undefined)	.	7.9	.	0.855	.	.	0.28	.	-7.2
O=C(CNC(=O)c1ccccc1F)NC1CC1	.	-10.6	.	0.0821	.	.	0.5	.	10.8
Cc1ccc(S(=O)(=O)N2CCC(C(=O)N3CCC(C(=O)NCc4cccnc4)CC3)CC2)cc1	3.7	-6.0	1.0	-0.93	-7.5	1.1	1.65	-2.3	8.6

Entries of single compounds, quoted from the list. Screens in order: PostGolgi ctrl	LYP act	E coli WT exp	DAT uptake mod	CYP2C9 inhib	CYP2C9 activ	Pyk2 oligo antag	PostGolgi yeast	LYP inh 2
COc1ccc(S(=O)(=O)N2CCC(C(=O)N3CCOCC3)CC2)cc1OC reads 4.0	10.0	-2.0	-0.0292	43.3	0.6	0.05	4.4	-13.2
C=CCn1c(COc2ccccc2)nnc1SCC(=O)Nc1ccc(S(N)(=O)=O)cc1 reads -0.1	5.2	4.0	-0.584	50.9*	0.5	1.56	-2.0	-8.1
Cc1ccccc1-c1nc2ccccc2c(=O)n1C1CCS(=O)(=O)C1 (centres undefined) reads 2.8	3.9	8.0	-0.801	2.6	1	0.11	3.2	-0.5

Next section.
SMILES	PostGolgi ctrl	LYP act	E coli WT exp	DAT uptake mod	CYP2C9 inhib	CYP2C9 activ	Pyk2 oligo antag	PostGolgi yeast	LYP inh 2
Cc1cc(C(=O)Nc2cccnc2)cs1	-2.5	-4.9	11.0	0.437	2.9	1	0.8	7.0	0.5
Cc1nc(NCc2ccco2)nc2c1C(=O)CC(C)C2 (centres undefined)	7.4	2.1	3.0	0.218	21.2	0.8	0.21	-4.8	-6.5
O=C(CN1C(=O)c2ccccc2C1=O)Nc1ccccc1F	-1.4	.	-1.0	0.525	13.7	0.9	-0.73	3.0	.
COc1ccc(C2SCC(C(=O)O)N2C(C)=O)cc1 (centres undefined)	0.3	-2.4	-2.0	0.417	0.7	1	0.03	3.1	-0.1
